RTF Ca sens inh: cardiac RTF calcium desensitization. P19429+P45379. inhibition, % at 7.15 µM. 340,000 compounds, 0.12% hits. IANBD-labeled cardiac RTF, Ca2+ fluorescence;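 active means inhibition above the mean inhibition of all tested compounds plus 3 SD, cut at about 17% in these data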;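 further: assay run at fixed EC70 calcium of 1.6 mM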
Mot1-301 SUMO: blocks SUMOylation pathway, rescuing yeast Mot1-301 growth; growth rescue, % at 18.8 µM; AID 2716; 320,000 compounds, 1% hits; S. cerevisiae Mot1-301 growth rescue, ATP luminescence, 38.5C; percent above DMSO median, 100 means doubled;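 active means every valid replicate shows activation above 250% relative to neutral control wells; inactive means the rest, any valid replicate at or below 250%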;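 further: OY570 slx delta 5 strain wells were the positive control but not used for scaling; some compounds called inactive have numbers as strong as hits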
Keap1-Nrf2 PPI: inhibitors of human Keap1-Nrf2 protein-protein interaction. 340,000 compounds, 0.15% hits. Keap1 Kelch-Nrf2 peptide fluorescence polarization, 1536-well. inhibition, % at 9.4 µM. AID 504523. Q14145; in the data active means inhibition above about 12%; inconclusive means no clear call, values can overlap the other calls; inactive means below about 7.3%;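 further: human Keap1 Kelch domain with fluorescein labeled Nrf2 9mer peptide probe; 0% = neutral control wells and 100% = peptide positive control; higher means more block of Keap1 binding to Nrf2 peptide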
PfHsp90 yeast 2: inhibits growth of yeast expressing Plasmodium falciparum Hsp90; 310,000 compounds, 0.32% hits; inhibition, % at 9.4 µM; S. cerevisiae expressing PfHsp90, BacTiter-Glo ATP, 48 h; yeast lacking PDR1 and PDR3 efflux regulators; AID 504621;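 active means every replicate shows inhibition above about 80%, whatever the replicate mean, limit read from the data; inconclusive means mean inhibition reaches the set limit but some replicate falls short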;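 further: 0% = DMSO neutral controls and 100% = 20 µM radicicol positive controls; yeast relying on Plasmodium falciparum Hsp90 in place of its own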
LANA DNA inh: KSHV C-LANA DNA binding inhibition; MBP-C-LANA/FAM-LBS DNA binding, fluorescence polarization; inhibition, % at 9 µM; 340,000 compounds, 0.078% hits;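 active means highest replicate inhibition at or above 60% at 9 µM, even if other replicates fall short; inactive means all replicates below 60% inhibition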;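 further: 0% = neutral control wells and 100% = 4 µM acridine orange control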
RTF Ca sens act: increases calcium sensitivity of human cardiac regulated thin filaments; activation, % at 7.2 µM; 340,000 compounds, 0.24% hits; P19429+P45379; AID 493008; IANBD-labeled TnC RTF fluorescence at EC20 calcium; 0% EC20 calcium, 100% full calcium;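 active means activation above the mean over all tested compounds plus 3 SD, cut at about 30% in these data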;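 further: rise in fluorescence read as greater calcium sensitivity of cardiac thin filaments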
CDK5 p35 inh: blocks human CDK5/p35 kinase activity. Q00535+Q15078. Recombinant CDK5/p35, ADP-Glo luminescence, 60 min. inhibition, % at 10 µM. 330,000 compounds, 0.01% hits;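 active means highest replicate inhibition of at least 50% and at least 75% of replicates reaching 50%; inconclusive means only one of the two criteria met; inactive means both criteria failed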;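 further: plate controls were DMSO neutral control for no effect and GW8510 at 10 µM for full effect; many of its hits are not listed in these tables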
Target sequence (Q00535 whole entry, looked up): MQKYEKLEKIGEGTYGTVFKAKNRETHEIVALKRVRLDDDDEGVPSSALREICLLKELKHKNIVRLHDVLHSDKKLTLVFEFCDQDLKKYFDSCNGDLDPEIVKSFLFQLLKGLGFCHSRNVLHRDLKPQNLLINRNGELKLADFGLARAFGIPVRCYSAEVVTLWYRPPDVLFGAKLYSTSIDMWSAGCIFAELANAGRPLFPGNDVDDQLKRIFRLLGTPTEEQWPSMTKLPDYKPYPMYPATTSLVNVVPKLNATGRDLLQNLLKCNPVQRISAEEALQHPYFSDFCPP
Target sequence (Q15078 whole entry, looked up): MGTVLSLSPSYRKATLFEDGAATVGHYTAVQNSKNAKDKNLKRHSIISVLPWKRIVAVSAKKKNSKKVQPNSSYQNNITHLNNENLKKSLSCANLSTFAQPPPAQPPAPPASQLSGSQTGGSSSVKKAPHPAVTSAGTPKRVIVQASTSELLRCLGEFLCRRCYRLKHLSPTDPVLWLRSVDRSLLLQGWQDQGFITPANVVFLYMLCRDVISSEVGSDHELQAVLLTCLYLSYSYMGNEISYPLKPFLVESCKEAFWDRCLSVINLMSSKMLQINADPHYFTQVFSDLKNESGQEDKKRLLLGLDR
PvdQ inh: P. aeruginosa PvdQ acylase inhibition. purified PvdQ acylase, fluorescence plate reader. inhibition, % at 10 µM. 340,000 compounds, 0.063% hits. AID 488965; in the data active means inhibition above about 30%, passing the limit was not always enough; inconclusive means no clear call, values can overlap the other calls;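 further: 0% = vehicle neutral wells and 100% = reference inhibitor wells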
NSD2 HMT inh: NSD2 (human) methyltransferase inhibition; O96028; NSD2 peptide methylation, AlphaScreen, 120 min; inhibition, % at 12.5 µM; 310,000 compounds, 0.54% hits; AID 743445; in the data active means inhibition above about 50%
Rtt109 HAT inh: C. albicans Rtt109 histone acetyltransferase inhibition; inhibition, % at 34.9 µM; 330,000 compounds, 0.16% hits; Q5AAJ8; purified Rtt109/Vps75, ThioGlo CoA-SH fluorescence, 4 h;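 active means inhibition of at least 50% in every replicate; inconclusive means best replicate reaches 50% inhibition but some replicates fall short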
Target sequence (Q5AAJ8 whole entry, looked up): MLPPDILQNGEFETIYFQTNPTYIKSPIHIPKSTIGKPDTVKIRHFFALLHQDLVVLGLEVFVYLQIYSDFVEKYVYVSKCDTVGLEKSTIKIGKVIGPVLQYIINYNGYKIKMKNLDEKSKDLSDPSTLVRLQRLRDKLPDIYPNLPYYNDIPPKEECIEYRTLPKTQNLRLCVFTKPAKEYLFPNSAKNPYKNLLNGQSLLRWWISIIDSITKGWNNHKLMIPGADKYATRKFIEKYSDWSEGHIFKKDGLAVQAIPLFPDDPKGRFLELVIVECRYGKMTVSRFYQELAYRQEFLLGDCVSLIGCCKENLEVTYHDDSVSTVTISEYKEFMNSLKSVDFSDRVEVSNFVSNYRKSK
dFosB activator: mouse delta FosB homodimer activation; P13346; purified delta FosB, TAMRA-CDK5 oligo fluorescence polarization; percent of positive-control signal above neutral wells; activation, % at 25 µM; 340,000 compounds, 0.99% hits; AID 493131;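 active means mean activation above about 17%, with every replicate also reaching it, limit read from the data, passing the limit was not always enough; inconclusive means only one of the two conditions met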;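 further: fluorescence polarization rise as delta FosB binds a TAMRA Cdk5 AP-1 oligo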
The depositor's hits bear a star; u = inconclusive; x = no result given.

SMILES	RTF Ca sens inh	Mot1-301 SUMO	Keap1-Nrf2 PPI	PfHsp90 yeast 2	LANA DNA inh	RTF Ca sens act	CDK5 p35 inh	PvdQ inh	NSD2 HMT inh	Rtt109 HAT inh	dFosB activator
COc1cc(S(=O)(=O)NC2CCCC2)ccc1F	3	-8	1	10	-1.0	-4	-2.2	-3	0	3	8
CCOc1ccc(CCNC(=O)Cn2c(=O)c3cccn3c3cccnc32)cc1	-5	169	0	-10	0.9	7	0.9	-10	5	-13	u
Cc1ccc(CNC(=O)CCC2CCCN(Cc3cc4ccccc4o3)C2)o1 (centres undefined)	-5	-19	-2	-7	0.2	2	0.8	6	2	19	-6
COCCN1Cc2cccc(C(=O)Nc3ccc(C)cc3)c2C1=O	2	-11	-4	2	-0.1	-1	0.3	3	0	-3	-10
Cc1ccc(NC(=O)N2CCCC(C(=O)O)C2)cc1 (centres undefined)	-10	12	-1	28	0.6	4	3.3	-13	3	2	-3
CC(C)(C)c1ccc(C(=O)NCc2ccc(Cl)cc2)cc1	-4	-11	-6	-1	-0.4	0	-0.1	12	x	x	-8
Cc1ccccc1NC(=O)OCc1ccccc1	5	7	2	-13	0.3	-4	1.4	-1	-3	35	9
C=CC[C@@H](Cc1ccc(F)cc1)C(=O)OC[C@@H]1CCCN1C(=O)[C@H](CC=C)CC(=O)NCCO	-5	-13	-3	5	0.3	7	-0.3	-11	x	1	-2
COC(=O)c1cc(NC(=O)COC(=O)C2CCC2)cc(C(=O)OC)c1	3	18	0	9	-13	-1	-0.6	5	-12	2	-1
CN(C)c1ccc(CNc2ncc(Br)cc2Br)cc1	-17	35	1	30	-0.3	7	-0.1	-7	12	2	0
COc1ccc(CCN2C(=O)CC(N3CCOCC3)C2=O)cc1OC (centres undefined)	-10	4	2	31	3.1	2	0.6	-8	-1	-7	5
N#Cc1ccc(OCC(=O)OCC(=O)c2ccccc2)cc1	4	5	-1	-1	0.3	-5	0.6	-16	1	-3	-6
CCCCn1c(N)c(N(CC)C(=O)C2CCN(C(=O)c3ccccc3C)CC2)c(=O)[nH]c1=O	-3	7	1	-2	2.8	-4	-1.6	0	-2	-15	5
O=C(CCC1CCCC1)N1CCN(C(=O)COc2ccccc2)CC1	-2	274	-2	2	-1.8	1	-0.9	-17	1	-3	1
O=C(CSc1nc2ccccc2n1Cc1ccccc1Cl)N/N=C/c1ccccc1C(=O)O	2	-12	1	-3	-0.6	-3	-0.6	-9	-7	13	-13
NC(=O)c1ccc(NC(=O)COC(=O)CC(NC(=O)c2ccccc2Cl)c2ccccc2)cc1 (centres undefined)	-2	-4	4	-3	-1.1	7	-0.4	-8	0	9	-9
Cc1c[n+]([O-])cc(C)c1[N+](=O)[O-]	-1	x	0	18	0.7	-5	0.7	-6	-4	-7	-4
CCN1CCn2c3c(c4cccc(C)c42)CCCC31 (centres undefined)	-1	-1	-5	0	4.2	-1	0.8	7	15	4	1
Cc1ccc(C(=O)N2CCC(C(=O)c3ccc(Cl)cc3)CC2)cc1	-6	-4	-2	30	6.2	7	-1.2	-1	0	-3	-5
COc1ccc(-c2ccc(C#N)c(SCC(=O)NC3CC3)n2)cc1OC	0	13	-6	1	-0.2	5	0.1	-7	-1	-2	-1
NS(=O)(=O)c1ccc(CNC(=O)CNC(=O)Cc2ccccc2)cc1	-13	5	-2	-6	-0.4	-1	0.5	1	x	-9	12
Cc1cccc(/C=N/NC(=O)c2ccccc2OCc2cccc(Br)c2)n1	3	-4	-11	12	-1.2	-3	-10	-11	x	9	-25
CCOC(=O)C(=O)N1CCN(c2ccccc2OC)CC1	5	101	-8	22	-1.3	6	-6.1	-29	-7	-5	-3
c1ccc(-c2ccc3ccccc3n2)cc1	9	-6	-1	-22	1.2	4	1.9	18	x	3	-6
COc1ccccc1CN(C)C(=O)c1cccc(S(=O)(=O)N2CCCC2)c1	2	-8	1	-1	1.9	1	0.9	-7	1	4	6
SMILES	RTF Ca sens inh	Mot1-301 SUMO	Keap1-Nrf2 PPI	PfHsp90 yeast 2	LANA DNA inh	RTF Ca sens act	CDK5 p35 inh	PvdQ inh	NSD2 HMT inh	Rtt109 HAT inh	dFosB activator
COc1ccc(C)cc1S(=O)(=O)Nc1cc2c3c(c1)CC(=O)N3CCC2	-8	-3	2	-9	0.9	-12	1.1	0	1	-1	-3
COc1ccc(OCC(=O)N/N=C(\C)c2ccc(-n3ccnc3)cc2)cc1	-3	7	-4	-73	2.1	-5	-1.5	-8	-1	-1	1
NC(=O)SCC(=O)Nc1ccc(Cl)cc1	5	19	-7	6	1.8	4	-2.0	-92	-1	-3	-8
Cc1cc(S(=O)(=O)NCCc2ccncc2)cc(C)c1F	4	118	-3	-6	-0.1	2	1.9	5	x	x	-3
Cc1c(C(=O)O)sc(S(=O)(=O)N2CCN(C(=O)Cc3ccccc3)CC2)c1C(=O)O	-4	x	10	-5	1.9	1	1.3	-11	0	-5	-5
Oc1c(Br)cc(Br)cc1C=Nc1ccc2c(c1)OCCO2	-5	x	-4	22	-0.1	6	-1.6	-14	-3	x	-4
COc1ccc(CCNC(=O)CSc2nnc(-c3ccc(F)cc3)o2)cc1OC	-8	-5	-3	24	0.0	-1	2.7	-5	x	1	-8
CC1(C)Cc2ccccc2-c2nnc(SCC(=O)Nc3nc4ccccc4s3)n21	0	6	-3	-15	-0.5	2	-1.6	-15	-2	6	1
Cc1ccc(NC(=O)c2cnn(-c3ccccc3)c2C)c(C)c1	3	-11	-5	7	-0.3	-2	-0.8	-11	-1	-13	-3
CCOC(=O)c1cc(NC(=O)Cc2ccc(S(=O)(=O)N3CCOCC3)s2)cc(C(=O)OCC)c1	-29	6	-3	-3	-2.9	0	-1.1	-6	0	-1	u
C=CCOCCn1[nH]c2ccccc2c1=O	-4	-5	0	-9	1.2	11	1.0	6	x	-2	7
Cc1nc2sc3c(c2c(=O)[nH]1)CCCCC3	1	11	-2	3	3.7	12	-5.9	-4	-4	-7	-2
COc1ccc(C)cc1S(=O)(=O)N1c2ccccc2CC1C (centres undefined)	-4	7	-4	x	-0.2	2	0.0	8	-5	17	-13
COC(=O)CSc1nc(N)c(C#N)c(C(C)C)c1C#N	-6	-24	-9	x	1.1	9	-3.0	-1	0	-1	-1
COc1cccc(/C=C(\C#N)c2nc3ccc(C)cc3[nH]2)c1OCC(=O)O	-2	182	3	2	0.8	0	1.6	0	-4	4	3
CC(C)(C)c1ccc(C(=O)CC(Sc2ccc(Cl)cc2)C(=O)O)cc1 (centres undefined)	4	533*	-9	81*	-1.1	-3	0.8	-9	5	126*	-8
COc1ccc(C2CC(C(F)(F)F)n3nc(C(N)=O)c(Cl)c3N2)cc1OC (centres undefined)	-1	-4	-5	x	-0.1	1	-1.0	-18	-5	-4	4
O=C(COC(=O)[C@@H]1CCCN1S(=O)(=O)c1ccc(Cl)cc1)NC12CC3CC(CC(C3)C1)C2	-18	72	-2	0	-1.0	-7	-0.6	-12	-2	7	-21
C[C@H](CO)N1C[C@H](C)[C@@H](CN(C)S(=O)(=O)c2ccccc2)Oc2c(NC(=O)Cc3ccccc3)cccc2C1=O	-12	2	-2	-5	-1.4	5	-0.2	-10	x	-1	-6
Cc1sc2nc(CN3CCCC3)nc(N3CCN(S(=O)(=O)c4cccc(F)c4)CC3)c2c1C	-2	0	-15	-16	-4.3	4	1.6	-16	4	12	44*
Cc1noc(C)c1-c1nc(CS(=O)(=O)c2ccc(Cl)cc2)no1	-10	1	-4	-15	-0.9	-7	-2.8	-15	20	-1	-3
Cc1ccc(C2(C)NC(=O)N(CC(=O)Nc3cccnc3Cl)C2=O)cc1 (centres undefined)	0	0	-1	8	0.2	7	3.0	11	1	8	0
CCOC(=O)CN(Cc1ccc(OC)c(OC)c1)S(=O)(=O)c1ccc(OC)cc1	-1	-6	2	0	-0.1	5	0.6	-6	0	-9	-10
C[N+]1=C2CCCCCN2C(O)(c2ccccc2)C1 (centres undefined)	-3	1	-1	-15	0.8	2	-2.6	-14	-2	3	0
Cc1c(F)cccc1NS(=O)(=O)c1ccccc1C#N	-1	1	-2	21	0.8	5	-0.4	-10	-1	-11	-1
SMILES	RTF Ca sens inh	Mot1-301 SUMO	Keap1-Nrf2 PPI	PfHsp90 yeast 2	LANA DNA inh	RTF Ca sens act	CDK5 p35 inh	PvdQ inh	NSD2 HMT inh	Rtt109 HAT inh	dFosB activator
CC(C)CC(NC(=O)C(Cc1ccc(OCc2ccccc2)cc1)NC(=O)OC(C)(C)C)C(N)=O (centres undefined)	-2	-20	1	2	1.9	-3	-1.2	-2	13	23	30*
CCOC(=O)C(C(=O)Nc1cccc(C)n1)C1CCCCC1 (centres undefined)	-8	-9	-4	-4	0.9	16	-1.6	0	-1	x	-1
Cc1cc(C)nc(N/C(=N/S(=O)(=O)Cc2ccccc2)Nc2ccccc2)n1	0	352	0	-3	-0.5	5	4.1	11	-1	-8	-18
CN(C)c1ccc(/C=N/NC(=O)c2ccc(Cl)cc2)cc1	4	-7	0	4	-0.6	1	-2.4	0	x	17	-1
O=C1[C@H]2[C@@H](c3ccc(F)cc3)N3C(=O)N(c4ccccc4)C(=O)[C@@]3(Cc3ccccc3)[C@H]2C(=O)N1C1CCCCC1	0	45	-2	-3	2.0	4	-2.3	-19	x	15	14
COc1ccc(N2C3=[N+](CC2(C)O)c2ccccc2CC3)cc1 (centres undefined)	-4	20	-2	-24	-0.9	-6	-0.5	-6	-1	-6	1
CCC(NC(=O)CCC(=O)N1CCN(S(=O)(=O)c2ccc(C)cc2)CC1)c1ccc(C)cc1 (centres undefined)	-4	-1	-5	-4	0.3	-2	-0.8	4	-1	-8	-13
c1ccc(CSc2nnc(Cc3ccccc3)o2)cc1	7	2	4	-4	0.4	0	-1.5	3	-1	-3	-6
CC1(C)CC(=O)C=C(Nc2ccccn2)C1	-7	3	-8	x	1.4	2	-1.9	-7	0	5	2
COC(=O)C(Cc1ccc(OC(=O)c2ccccc2C)cc1)N1Cc2ccccc2C1=O (centres undefined)	-3	-14	-1	x	3.1	2	0.8	-23	x	-6	-9
Cc1ccc(Cn2nnc3c(=O)n(CC(=O)c4ccccc4)cnc32)cc1	-12	-11	-3	9	-1.4	3	-1.1	-4	x	-2	-1
COc1cccc(CC(=O)N2CCC(CCC(=O)Nc3cccc(OC)c3)CC2)c1	8	8	-3	1	13	-2	-1.4	4	-2	6	-12
C=C(C)C1CC=C(C)/C(=N/NC(=O)CCCNc2cccc(C)c2)C1 (centres undefined)	5	x	-4	5	0.3	-3	0.6	2	7	-1	-7
Cc1cc(CN(C)C(=O)CC2C(=O)NCCN2Cc2c(F)cccc2Cl)n[nH]1 (centres undefined)	5	14	-2	-28	0.8	12	-0.5	-6	2	9	-9
O=C(Nc1ccccc1)c1cccc(S(=O)(=O)Nc2ccccn2)c1	-6	5	-1	-7	-2.1	-5	0.2	-15	-2	5	-5
Cc1nc2c(C(=O)Nc3ccc(N4CCCC(O)C4)cc3)snc2c(=O)[nH]1 (centres undefined)	3	5	0	1	-0.7	-4	4.1	3	-1	15	-13

Compound activity deposited in PubChem by several laboratories.
